# High-throughput results (PubChem BioAssay)
# GalR3 antagonist = GalR3 antagonists in HEK293 cells, primary screen, cell-based, fluorescence readout. AID 651719, 2012. HEK293 GalR3-CNG cAMP membrane potential fluorescence; galR3 body fused to GalR1 C-terminus. Galanin receptor type 3 (Homo sapiens), O60755. inhibition, % at 3 µM. hit rate 0.44% among 360,000;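 active means inhibition above the screen-wide average plus 3 SD, cut at about 13% in these data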;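 further: forskolin and galanin both at EC90 stimulate the cells; cAMP rise reported by CNG channel membrane potential dye signal; 0% = forskolin plus galanin with DMSO and 100% = forskolin alone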
# Target sequence (O60755 1-299 limits assumed): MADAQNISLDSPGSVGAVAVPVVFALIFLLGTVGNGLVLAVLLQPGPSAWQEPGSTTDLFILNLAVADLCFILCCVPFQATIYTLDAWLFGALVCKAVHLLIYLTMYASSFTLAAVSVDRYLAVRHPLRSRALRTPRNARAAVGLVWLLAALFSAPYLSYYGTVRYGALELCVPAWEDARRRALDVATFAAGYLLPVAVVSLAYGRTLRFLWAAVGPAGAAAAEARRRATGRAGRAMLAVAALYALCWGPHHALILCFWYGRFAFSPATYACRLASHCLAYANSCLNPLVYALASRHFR
# OXTR ag = human OXTR agonists, primary screen, fluorescence, CHO-OTR cells, Fluo-8 calcium. Oxytocin receptor (Homo sapiens), P30559. Fluo-8 calcium fluorescence; normalized: DMSO 0%, oxytocin 100%. activation, % at 3 µM. hit rate 0.32% among 320,000. AID 2435, 2010;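 active means activation above the mean of all tested compounds plus 3 SD, cutoff set per screening run, cut at about 20% in these data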;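 further: peak over basal fluorescence ratio from a 100 s FLIPR kinetic read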
# VIM-2 inh = VIM-2 metallo-beta-lactamase inhibitors, primary screen, biochemical, epi-absorbance readout, Pseudomonas aeruginosa enzyme; hit rate 0.89% among 290,000; AID 1527, 2009; purified VIM-2, nitrocefin hydrolysis, epi-absorbance fluorescence; inhibition, % at 5.6 µM;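 active means inhibition above the mean of all tested compounds plus 3 SD, cutoff set per screening run, cut at about 7.5% in these data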;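 further: red hydrolysis product quenches plate fluorescence so inhibitors raise well fluorescence; 0% = enzyme with DMSO and 100% = DMSO without enzyme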
# GPR7 antagonist = GPR7 receptor antagonists, primary screen, cell-based, fluorescence, single concentration | hit rate 1.1% among 290,000 | Neuropeptides B/W receptor type 1 (Homo sapiens), P48145 | inhibition, % at 4.4 µM | GPR7-expressing cells, fluorescence antagonist assay; in the data active means inhibition above about 16%, passing the limit was not always enough;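 further: cells stimulated with the agonist NPW; 0% = agonist with vehicle and 100% = vehicle without agonist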
# Target sequence (P48145 whole entry, looked up): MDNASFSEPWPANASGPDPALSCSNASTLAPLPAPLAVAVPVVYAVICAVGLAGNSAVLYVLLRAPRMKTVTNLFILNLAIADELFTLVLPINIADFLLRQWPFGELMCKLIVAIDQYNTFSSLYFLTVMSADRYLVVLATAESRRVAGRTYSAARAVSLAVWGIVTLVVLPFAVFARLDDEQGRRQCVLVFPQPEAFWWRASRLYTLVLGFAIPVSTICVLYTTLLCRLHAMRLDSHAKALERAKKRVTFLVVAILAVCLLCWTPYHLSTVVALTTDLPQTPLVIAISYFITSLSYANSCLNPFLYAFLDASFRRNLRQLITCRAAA
# HCV NS3 hel inh = inhibitors of HCV NS3 helicase, primary screen, biochemical, Cy5 molecular beacon fluorescence. Hepatitis C virus NS3 helicase. NS3 helicase DNA unwinding. inhibition, % at 10.9 µM. hit rate 0.56% among 290,000. AID 1800, 2009;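 active means inhibition above the mean of all tested compounds plus 3 SD, set per campaign, cut at about 35% in these data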;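 further: 0% = DMSO wells and 100% = thioflavine S control wells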
#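 Control set: DMSO versus 110 µM thioflavine S; Material: NS3 helicase fragment of HCV; Measured by: Cy5 fluorescence at 0 and 60 min, beacon hairpin quenching; Read-out basis: percent inhibition from t60/t0 fluorescence ratio; Times: reaction time 60 min, 25 °C; Repeats: single replicate; Compound dosing: single dose, 10.9 µM nominal final, DMSO 0.8% final.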
# IMP-1 inh = IMP-1 metallo-beta-lactamase inhibitors, primary screen, biochemical, epi-absorbance readout, Pseudomonas aeruginosa enzyme. metallo-beta-lactamase IMP-1 (Pseudomonas aeruginosa). inhibition, % at 5.6 µM. AID 1556, 2009. hit rate 0.45% among 290,000. purified IMP-1, nitrocefin hydrolysis, epi-absorbance fluorescence;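 active means inhibition above the mean plus 3 SD of all compounds in the same screening run, cut at about 4.5% in these data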;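 further: 0% = IMP-1 with DMSO and 100% = DMSO wells lacking enzyme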
#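 Assay system: purified recombinant IMP-1 beta-lactamase. Input: IMP-1 0.2 nM before substrate addition. Buffer or medium: Zinc- and detergent-supplemented HEPES buffer, pH 7.1. Schedule: 25 °C, 15 min preincubation, 25 min reaction. Signal: Epi-absorbance fluorescence, 480 nm excitation, 530 nm emission. Evaluation: percent inhibition from optical density relative to buffer-blank wells.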
# FID counter = compounds displacing fluorescent DNA intercalator, primary screen, artefact control for HCV NS3 helicase inhibitor project, biochemical, FID fluorescence; DNA fluorescent intercalator displacement; inhibition, % at 7.9 µM; hit rate 0.17% among 290,000; AID 1845, 2009; in the data active means inhibition above about 37%;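 further: 0% = vehicle and 100% = reference compound; higher means more ethidium bromide displaced from hairpin DNA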
# PHOSPHO1 block = PubChem AID 1565; recombinant PHOSPHO1, absorbance phosphatase assay; inhibition, % at 13.3 µM; hit rate 1.1% among 290,000; in the data active means inhibition above about 60%
# Target sequence (Q8TCT1 whole entry, looked up): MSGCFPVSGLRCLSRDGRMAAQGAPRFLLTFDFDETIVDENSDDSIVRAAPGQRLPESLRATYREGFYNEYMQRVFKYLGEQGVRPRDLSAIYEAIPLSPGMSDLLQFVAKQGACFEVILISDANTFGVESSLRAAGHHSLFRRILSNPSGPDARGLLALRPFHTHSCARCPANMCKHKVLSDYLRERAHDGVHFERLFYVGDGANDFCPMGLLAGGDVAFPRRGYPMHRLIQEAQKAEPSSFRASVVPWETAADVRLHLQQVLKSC
# V1R ag counter = agonists of human V1a receptor, primary screen, counter-screen for OXTR agonist project, fluorescence, CHO-V1R cells; Vasopressin V1a receptor (Homo sapiens), P37288; Fluo-8 calcium fluorescence, agonist mode; 0% DMSO, 100% 3 nM vasopressin; activation, % at 3 µM; hit rate 0.25% among 320,000;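 active means activation above the mean activation of all tested compounds plus 3 SD, per screening run, cut at about 20% in these data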;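 further: signal is peak over basal fluorescence ratio across a 100 second FLIPR read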
# * marks the source's active call; other numbers are inactive results; x = not tested or not shown.
SMILES,GalR3 antagonist,OXTR ag,VIM-2 inh,GPR7 antagonist,HCV NS3 hel inh,IMP-1 inh,FID counter,PHOSPHO1 block,V1R ag counter
CC(C)C(=O)Nc1ccc(C(=O)NNC(=O)CCc2ccccc2)cc1,-1.9,-0.5,-2.0,-8.7,-0.2,0.3,-1.4,0.7,2.1
O=C1C(Cl)=C(N2CCOCC2)C(=O)N1CCc1ccccc1,-7.8,0.6,-1.7,-7.1,0.8,-7.1,-3.4,-3.2,1.8
CC(=O)c1cccc(N(C(=O)Cn2nnc3ccccc32)C(C(=O)NCC2CCCO2)c2ccc(N3CCOCC3)cc2)c1 (stereo unspecified),-3.9,0.5,-0.2,-7.7,-3.5,-2.1,-25.9,28.3,-0.5
O=C(Cc1c(O)c2ccccc2[nH]c1=O)NCc1ccccc1,x,0.0,-2.4,-13.0,-1.9,-2.5,-1.9,57.0,0.7
CC(C)Cc1ccc(CN2CCCC(NC(=O)c3nn(C)c(=O)c4ccccc34)C2)cc1 (stereo unspecified),0.5,x,2.5,-18.5,-76.5,0.4,20.2,x,x
CCOC(=O)C1(C)NC(c2ccc(OC)cc2OC)C2C(=O)N(CC)C(=O)C21 (stereo unspecified),-2.1,0.3,-5.4,-8.4,8.5,-5.4,-1.7,47.7,1.4
Cc1cc(N2CCN(c3ccccc3)CC2)nc(N2CCOCC2)n1,3.3,-2.2,-1.1,-0.7,-18.2,-2.8,0.5,14.9,-1.6
Cc1ccsc1/C=N/n1c(-c2ccco2)n[nH]c1=S,-3.4,-0.8,1.6,3.5,3.5,-0.6,-13.1,62.0*,0.0
COc1ccc(Cl)cc1C(=O)NNC(=S)NC1CCCC1,-4.0,-2.1,-2.7,-5.1,-0.7,-3.4,-9.2,-101.9,-1.6
CC(C)C[C@H](NC(=O)C1CCN(C(=O)[C@H](Cc2ccccc2)NC(=O)OC(C)(C)C)CC1)C(=O)O,-8.0,1.5,-2.7,-3.6,3.9,-1.4,-41.1,x,0.5
Cc1nc(C)c(-c2nnc(-c3ccccc3Cl)o2)cc1C(=O)NN,0.9,0.0,0.0,13.2,-6.4,-1.2,-11.6,24.8,0.5
COc1ccc(OC)c(NC(=O)NCc2cccnc2)c1,-2.8,0.2,-1.1,3.0,4.9,-3.1,-7.0,47.9,0.2
CC(=O)Nc1ccc(NC(=O)CSc2nnc3c4ccccc4n(C)c3n2)cc1,-4.2,-0.4,6.1,-6.5,-0.3,-1.9,-2.6,9.5,-0.2
Cc1c(-c2ccco2)[n+](=O)c2c(n1[O-])CCC2,1.1,1.0,-0.7,-12.2,-1.1,1.6,5.6,4.7,0.5
Cc1cc(C(=O)C(C)Sc2cccc[n+]2[O-])c(C)n1-c1ccc(Cl)cc1 (stereo unspecified),-0.6,2.6,-2.6,-8.0,2.1,-2.9,-22.3,-147.7,1.3
COC(=O)CC1COc2ccccc2N1C(=O)c1cc(OC)c(OC)c(OC)c1 (stereo unspecified),-9.9,-1.3,-1.3,-10.8,14.6,-3.3,-34.9,46.0,-0.2
COc1ccc(/C=C(\C#N)C(=O)NC(C)c2ccccc2)cc1O (stereo unspecified),-7.3,2.0,0.1,-1.9,-6.4,-1.5,-10.9,31.0,3.7
C/C(=N\NC(=O)c1ccc(C)cc1)c1c(C)[nH]n(-c2ccccc2)c1=O,-5.6,x,-1.4,-6.2,10.9,-3.0,-18.5,24.1,x
CN=c1scc(-c2cccs2)n1/N=C/c1ccc(O)c(O)c1O,-0.1,-2.0,-0.6,6.8,54.4*,-1.4,-19.0,15.8,0.1
O=C(NCCc1ccccc1)c1cc(=O)c2ccccc2o1,-3.1,0.6,-2.7,-4.7,10.5,-3.1,-11.6,4.1,1.1
CCCCCCNc1cc(C)oc(=O)c1C(C)=O,-4.7,-3.0,-1.4,-9.7,4.0,-3.2,-10.8,-5.0,-1.6
COc1cc2c(cc1OC)C1=NC(=O)CN1C(SCc1ccccc1C)=N2,-4.7,-0.3,-3.6,-1.0,5.7,-1.5,3.7,-42.2,-0.8
COc1ccc(NC(=O)CCC(=O)c2cccs2)cc1Cl,-8.0,-0.8,-0.5,-10.0,-22.0,-2.2,-1.4,30.8,1.0
CCOC(=O)/C=C1/N(C)c2ccccc2C1(C)C,-6.7,-2.6,0.1,-19.7,4.8,-2.4,-2.9,28.5,-2.0
Cn1c(CSc2ncccn2)nnc1SCC(=O)N1CCCCC1,-4.2,2.0,-4.4,-3.6,6.2,-1.5,-4.3,6.4,0.3
O=C(NCCCCc1ccccc1)C1CC(c2ccccc2C(F)(F)F)=NO1 (stereo unspecified),-5.1,-0.7,x,x,x,x,x,30.9,1.1
O=C(NCCCN1CCOCC1)c1ccc2c(c1)N(Cc1cccc(Cl)c1)C(=O)CS2,-9.1,1.3,-1.2,4.7,-40.5,-3.2,14.4,28.0,0.9
CCN(CC(=O)NCc1ccc(F)cc1)Cc1nc2cc(Cl)ccc2c(=O)[nH]1,0.1,1.7,-2.4,-4.3,3.0,-2.0,-9.8,23.3,2.7
COc1ccc(NC(=O)C2C3C=CC(C3)C2C(=O)NCc2ccco2)cc1 (stereo unspecified),-5.6,0.1,-2.0,5.0,0.0,-2.1,-1.0,-20.8,0.5
COc1ccc(Cn2nnnc2C(c2cccs2)N2CCCCCC2)cc1 (stereo unspecified),-4.7,0.0,-1.9,-6.8,-19.6,-2.2,-18.1,-17.3,0.4
O=C(NCCOc1ccccc1F)c1cc(F)c(F)cc1Cl,-2.8,-1.7,-2.2,-3.8,2.6,-2.3,-0.6,-6.9,-0.6
COc1ccc(S(=O)(=O)CCC(=O)O)cc1,-1.6,-0.2,-1.9,1.0,0.0,-3.3,5.3,22.3,0.6
CCCCC(=O)Nc1cnc(NC(=O)c2cccs2)cc1C,-11.0,-0.2,-1.7,-4.7,-3.8,-1.4,-7.0,23.5,-0.1
CC(=O)n1c(C=Nc2ccccc2)c(O)c2ccccc21,1.9,0.6,0.1,-13.4,4.4,-2.0,-1.4,14.5,0.7
COC(=O)c1ccc(NC(=S)NNC(=O)CC(C)C)cc1,-2.6,-0.8,-2.1,13.6,-0.2,-2.7,-3.6,38.7,0.1
Fc1cccc(F)c1/C=C/c1ccc2ccccc2n1,5.6,-1.6,-2.7,-4.6,8.8,-2.6,-10.6,-23.9,0.0
CN(C)c1ccc(N=c2sc3ccccc3n2C)cc1,-1.9,-2.6,1.3,-0.4,19.4,-4.9,0.5,94.5*,-1.4
CN1CCN(C(=S)NC(=O)c2ccccc2Cl)CC1,3.8,0.1,-3.8,-10.8,-2.5,-1.5,-8.9,22.6,-0.9
O=C(CC1C(=O)NCCN1CC(c1ccccc1)c1ccccc1)NC1CC1 (stereo unspecified),-5.8,-0.5,0.7,-14.1,-8.8,0.2,-16.5,45.5,-0.3
O=C1C(=O)c2ccc(-c3ccccc3)cc2-c2ccccc21,-5.6,-0.5,1.8,0.1,9.3,-5.1,4.3,3.9,0.2
CCCOC(=O)c1ccc(Oc2c(-c3ccc(OCC)cc3O)n[nH]c2C)cc1,-2.5,-1.2,-5.7,-41.5,-16.0,-5.3,-12.9,-51.0,-0.9
Cc1ccc(N(CC(O)CN2CCOCC2)S(=O)(=O)c2ccc3ccccc3c2)cc1 (stereo unspecified),-3.8,2.7,-3.3,10.5,-16.6,-6.5,13.6,0.0,3.8
O=C(NCCC1CC1(Cl)Cl)Nc1ccccc1 (stereo unspecified),-3.4,-1.2,-0.9,13.6,-4.6,-1.7,-2.1,11.7,0.6
NS(=O)(=O)c1ccc(CNC(=O)NC2(c3ccccc3)CC2)cc1,2.8,-0.8,-1.3,-3.4,3.5,-1.6,-5.4,4.7,-0.2
Cc1ccccc1OCCC(=O)OCC(=O)N(C)c1c(N)n(Cc2ccccc2)c(=O)[nH]c1=O,-5.1,-0.1,0.7,-3.8,2.2,-2.1,-29.0,x,0.3

# As entered above.
# Value of `CCCOC(=O)c1ccc(Oc2c(-c3ccc(OCC)cc3O)n[nH]c2C)cc1` under HCV NS3 hel inh: -16.0
# Value of `O=C(NCCOc1ccccc1F)c1cc(F)c(F)cc1Cl` under OXTR ag: -1.7

# (further entries)
SMILES,GalR3 antagonist,OXTR ag,VIM-2 inh,GPR7 antagonist,HCV NS3 hel inh,IMP-1 inh,FID counter,PHOSPHO1 block,V1R ag counter
Cc1cccc(C)c1NC(=O)C(C)N1CCCCC1 (stereo unspecified),-5.1,-1.0,-2.4,-4.5,4.1,-0.6,-0.4,29.0,0.0
Cc1sc(NC(=O)c2ccco2)c(C(c2cccnc2)N2CCN(CCO)CC2)c1C (stereo unspecified),-6.9,1.6,-0.8,-10.2,7.6,-1.0,7.4,8.6,-0.8
CC(=O)Nc1ccc(N2C(=O)C3C4C=CC(CC4)C3C2=O)cc1 (stereo unspecified),-10.1,x,-3.6,-7.5,-2.0,-3.8,-5.2,26.5,x
O=C(CCCOc1ccccc1)Nc1ccccc1C(F)(F)F,-3.5,-3.2,0.3,5.1,-14.5,0.0,-1.4,-3.4,-0.9
Cc1cc(C)cc(-n2nnn(C3C/C(=N/NC(N)=S)C4OCC3O4)c2=S)c1 (stereo unspecified),-3.2,0.3,-6.3,-3.5,15.5,-3.1,-21.1,29.9,1.6
Cc1csc(NC(=O)CSc2nnc(NC(=O)COc3ccc(Cl)cc3)s2)n1,-3.8,0.6,-2.4,-0.2,-1.0,-1.4,-0.2,8.7,1.3
COc1ccc2[nH]c(=O)c(C(c3nnnn3C(C)(C)C)N(Cc3ccco3)CC3CCCO3)cc2c1 (stereo unspecified),-2.6,-1.4,-1.6,10.9,-1.1,0.7,-19.2,4.6,-0.9
CCN(CC)CCNC(=O)C1(O)c2cc(Br)ccc2NC(=O)N1c1ccc(Cl)cc1 (stereo unspecified),-10.8,0.1,-1.1,-3.1,2.0,-1.7,-4.8,24.1,2.6
O=C(NCCCN=C1NS(=O)(=O)c2ccccc21)c1ccccc1Cl,-5.9,0.6,-2.9,-4.3,-0.5,-1.3,-5.2,40.5,0.7
CC(=O)Nc1ccc(SCC(=O)c2cc(C)n(Cc3cccs3)c2C)cc1,2.1,6.0,-2.1,-8.0,-0.2,-1.3,-3.6,31.0,13.1
CN(C)/C=C1\SC(=S)N(c2ccc(Br)cc2)C1=O,-2.1,13.2,-1.9,-4.8,14.6,-1.3,-0.9,48.1,11.2
